POLI inh: DNA polymerase iota (human) inhibition; Pol iota fluorescent replication assay, 10 min; Potency, µM (titrated, usually from 115 µM), inactives show top-dose activity, negative = inhibition, usual class: inhibitors; Q9UNA4; hit rate 1% among 390,000
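Pol iota at 10 nM preincubated 15 min with compounds at room temperature; reaction started with fluorescent substrate, 50 nM final. Fluorescence read kinetically at 0 and 10 min; buffer-only wells as negative control.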
BAZ2B block: blocks human BAZ2B. AlphaScreen BAZ2B-H3K14Ac peptide displacement. Potency, µM (series often up to 114 µM), inactives show at the highest dose activity change, negative = inhibition, hits mostly inhibitors. hit rate 4.4% among 360,000; also: % is scaled to controls: 0 for no effect and ±100 for the full control effect; nearly all actives have a fitted effect of over 60% in size
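BAZ2B (50 nM) with biotin-H3(5-23)K14Ac peptide (50 nM) in PBS pH 7.4, 0.01% Tween-20, preformed 30 min, then compound 30 min at room temperature; top concentration 110uM. AlphaScreen streptavidin donor/nickel chelate acceptor beads (10 ug/mL final), 20 min dark, signal read.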
POLH inh: inhibitors of human DNA polymerase eta. AID 588591. recombinant Pol eta, fluorescent DNA replication assay. hit rate 1.2% among 390,000. Potency, µM (highest dose often 114 µM), inactives show at the highest dose activity change, negative = inhibition, actives largely listed as inhibitors; also: % is scaled to controls: 0 for no effect and ±100 for the full control effect
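Pol eta at 10 nM preincubated with compounds 15 min at room temperature; reaction started with fluorescent substrate (50 nM final) and read kinetically at 0 and 10 min.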
JMJD2A Tudor: blocks the human JMJD2A Tudor domain | AID 504339 | Potency, µM (titrated, usually from 114 µM), inactives show at the top dose activity change, negative = inhibition, actives largely listed as inhibitors | O75164 | AlphaScreen JMJD2A-Tudor / H3K4me3 peptide binding | hit rate 4.4% among 390,000; also: % is scaled to controls: 0 for no effect and ±100 for the full control effect; nearly all actives have a fitted effect of over 50% in size
Pol beta inh: DNA polymerase beta (human) inhibition | Pol beta primer extension/strand displacement, fluorescence kinetic | P06746 | Potency, µM (series often up to 114 µM), inactives show top-dose activity change, negative = inhibition, usual class: inhibitors | hit rate 1.3% among 340,000; also: % is scaled to controls: 0 for no effect and ±100 for the full control effect
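Values derive from four-parameter Hill fits of normalized kinetic data: reads at 0 and 10 min following addition of 50 nM substrate to 10 nM Pol beta preincubated 15 min with compound.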
G9a block: inhibitors of human histone lysine methyltransferase G9a; Potency, µM (doses to about 102 µM), for the others: top-dose activity, negative = inhibition, most hits filed as inhibitors; hit rate 8.8% among 350,000; G9a H3K9 monomethylation, AlphaScreen, 2 h; also: % is scaled to controls: 0 for no effect and ±100 for the full control effect; nearly all actives have a fitted effect of over 75% in size
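G9a (20 nM) was preincubated 15 min with compound, then reacted 2 h at room temperature with 500 nM biotin-H3K9 peptide and 20 µM SAM. Monomethyl-H3K9 detected by AlphaScreen using anti-H3K9me1 antibody.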
Pol kappa inh: blocks human DNA polymerase kappa activity; hit rate 0.53% among 400,000; Q9UBT6; Potency, µM (titrated, usually from 107 µM), for inactives: at the highest dose activity, negative = inhibition, most hits filed as inhibitors; purified Pol kappa, fluorescent DNA synthesis assay, 10 min; also: % is scaled to controls: 0 for no effect and ±100 for the full control effect
Target sequence (Q9UBT6 whole entry, looked up): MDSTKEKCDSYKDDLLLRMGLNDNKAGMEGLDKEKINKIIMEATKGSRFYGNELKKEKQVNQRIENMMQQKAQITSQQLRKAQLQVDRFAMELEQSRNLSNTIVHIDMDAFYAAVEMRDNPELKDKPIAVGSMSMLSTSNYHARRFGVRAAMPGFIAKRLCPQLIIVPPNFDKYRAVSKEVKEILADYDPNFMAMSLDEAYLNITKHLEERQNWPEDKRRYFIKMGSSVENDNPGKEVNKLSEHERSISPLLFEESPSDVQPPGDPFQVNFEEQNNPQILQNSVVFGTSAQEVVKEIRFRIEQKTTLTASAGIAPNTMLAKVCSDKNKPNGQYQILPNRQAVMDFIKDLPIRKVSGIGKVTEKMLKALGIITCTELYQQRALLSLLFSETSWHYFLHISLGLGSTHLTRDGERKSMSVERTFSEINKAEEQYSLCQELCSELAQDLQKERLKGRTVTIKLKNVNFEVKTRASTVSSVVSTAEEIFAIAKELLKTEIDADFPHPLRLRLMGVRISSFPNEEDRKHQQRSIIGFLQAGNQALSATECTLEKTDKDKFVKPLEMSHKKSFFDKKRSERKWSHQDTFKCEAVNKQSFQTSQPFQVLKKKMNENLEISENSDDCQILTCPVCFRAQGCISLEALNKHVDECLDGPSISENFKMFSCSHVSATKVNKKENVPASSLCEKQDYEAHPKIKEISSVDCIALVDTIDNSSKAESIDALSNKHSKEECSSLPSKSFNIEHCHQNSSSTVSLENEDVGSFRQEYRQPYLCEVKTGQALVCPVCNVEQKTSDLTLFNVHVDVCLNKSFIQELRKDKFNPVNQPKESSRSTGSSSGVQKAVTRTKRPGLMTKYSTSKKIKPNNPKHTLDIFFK
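Enzyme at 10 nM met test compounds for 15 min at room temperature. Substrate addition (50 nM final) began the reaction, which was monitored by fluorescence at 0 and 10 min.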
BLM inh: inhibitors of human Bloom syndrome helicase BLM | Potency, µM (doses to about 56.1 µM), for the others: at the top dose activity change, negative = inhibition, hits mostly inhibitors | recombinant BLM DNA unwinding, fluorescence dequenching | P54132 | hit rate 0.2% among 350,000;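 also: plate controls were vehicle for no effect and no enzyme for full effect; nearly all actives have a fitted effect of over 35% in size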
APEX1 inh: blocks human APE1 abasic DNA cleavage; P27695; recombinant APE1, TAMRA/BHQ-2 abasic DNA cleavage fluorescence; Potency, µM (doses to about 65.8 µM), without a hit: at the top dose activity change, negative = inhibition, usual class: inhibitors; hit rate 0.35% among 350,000; AID 2517;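 also: plate controls were vehicle for no effect and reference inhibitor for full effect; nearly all actives have a fitted effect of over 55% in size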
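Readout is kinetic fluorescence (ex 525, em 598 nm) from cleavage of 50 nM TAMRA/BHQ-2 THF abasic duplex by 0.75 nM APE1, compound added 15 min beforehand at RT.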
The depositor's hits bear a star; i = inactive; ? = inconclusive; · = no result given; [ ] = dose if it differs, or a comment. Calls follow the shape of the dose curve; as a rule, active = well fitted curve in the direction sought with a large enough effect; inconclusive = small, poorly fitted or top-dose-only effect, or another doubt; inactive = no such curve, though single readings can be large; an effect the other way counts as inactive or inconclusive. Potency is read from the fitted curve at half-maximal effect. The list is partial (hit frequency here may not be typical).

SMILES	POLI inh	BAZ2B block	POLH inh	JMJD2A Tudor	Pol beta inh	G9a block	Pol kappa inh	BLM inh	APEX1 inh
COc1ccccc1OCc1ccc(C(=O)N2CCN(C)CC2)o1	24%	3%	-18%	-9%	1%	20%[59 µM]	-3%	5%	-18%
Cc1c(C(=O)O)sc2nc3n(c(=O)c12)CCC3	11µM*	?	7.9µM*	50µM*	18µM*	40µM*	?	4%	?
COc1ccc(CN2CCCC(C(=O)c3ccc(SC)cc3)C2)cc1Cn1cccn1 (configuration not stated)	34%[activator]	?	-4%	?	3%	-29%	-3%	5%	-3%
C[C@H]1CC[C@@H]2[C@@H](C)[C@H]3[C@H](C[C@H]4[C@@H]5CC=C6C[C@@H](O[C@]7(O[C@H]8O[C@@H](C)[C@@H](O)[C@@H](O)[C@@H]8O)C[C@@H](O[C@@H]8O[C@H](CO)[C@@H](O)[C@H](O)[C@@H]8O)[C@@H](O)[C@H](CO)O7)CC[C@]6(C)[C@H]5CC[C@@]34C)N2C1	·	·	·	·	·	37%[21.5 µM]	-3%[12 µM]	42%[activator][21.4 µM]	-6%[21 µM]
COc1ccccc1N1CCN(S(=O)(=O)c2cc(Br)cnc2N)CC1	-8%	-25%	-15%	-7%	41%	·	-8%	-5%	-17%
Nc1c(-c2ccccc2)c(CN2CCOCC2)nn1-c1ccc(F)cc1	10%	-12%	-19%	8%	20%	20µM*	-2%	1%	1%
Cc1ccc(NC(=O)Cn2nc([N+](=O)[O-])c(Br)c2C)cc1C	-68%	-2%[57.1 µM]	-7%	-10%	27%	-7%[12.7 µM]	1%	-5%	10%
O=[N+]([O-])c1cccc(-c2nc(-c3ccncc3)no2)c1	-12%	-32%	-10%	-4%	18%	48%[12.7 µM]	-15%	2%	-4%
CN(C)CCNC(=O)COc1cccc(Cl)c1	i	?	-14%	-6%[57.1 µM]	16%	22µM*	-14%	-6%	1%
CCS(=O)(=O)CCSc1nc2c(cc1C#N)CCCC2	21%	-11%	12%	-4%	-16%	-26%[59 µM]	-4%[60.1 µM]	-2%	2%
O=C(c1ccc2c(=O)n(C3CCCC3)c(=S)[nH]c2c1)N1CCN(C2CCCCC2)CC1	7%	4%	-21%	-11%	12%	18%[59 µM]	-11%	-5%	-8%
Cc1ccccc1-c1nc(CS(=O)(=O)CC(=O)N2CCc3ccccc3C2)c(C)o1	69%[activator]	-24%	-10%	-23%	4%	?	-1%	-20%	-4%
CCCN(C(=O)COC(=O)COc1c(C)cccc1C)c1c(N)n(Cc2ccccc2)c(=O)[nH]c1=O	13%	-2%	-8%	-19%	·	-2%[59 µM]	-3%	·	2%
Cc1cccc(CN2CCN(Cc3cccc4nonc34)CC2CCO)n1 (configuration not stated)	?	0%	-4%	-21%	16%	16%[0.501 µM]	-21%	-3%	-3%
CCOc1ccccc1NC=C1C(=O)OC2(CCCCC2)OC1=O	60%[activator]	24%	-13%	18%	7%	9%[12.7 µM]	2%	-1%	2%
CN(C(=O)c1ccc(F)cc1)c1ccccc1C(=O)NCc1ccccc1	-15%	-18%	-10%	-1%	15%	69%[activator]	2%	0%	53%[activator]
CCOC(=O)c1cc(-c2ccccc2)n(CC(=O)NCc2ccc(C)cc2)c1C	-8%	4%	-3%	3%	19%	8%[59 µM]	-8%[60.1 µM]	0%	·
Cc1cc(C)n(S(=O)(=O)c2ccc(C)c(C)c2)n1	-12%	-22%	-21%	-7%	3%	-3%	16%	-1%	15%
COC(=O)COc1cccc(NC(=O)C(c2ccccc2)c2ccccc2)c1	-5%	10%	-23%	-8%	24%	·	-12%	-7%	-8%
CN1C(=O)c2ccccc2Sc2ccc(NC(=O)NCc3ccccc3Br)cc21	8%	5%	-24%	5%	17%	?	4%	3%	·

Quoted at random: six compounds from above.
SMILES	POLI inh	BAZ2B block	POLH inh	JMJD2A Tudor	Pol beta inh	G9a block	Pol kappa inh	BLM inh	APEX1 inh
Cc1cccc(CN2CCN(Cc3cccc4nonc34)CC2CCO)n1 (configuration not stated)	?	0%	-4%	-21%	16%	16%[0.501 µM]	-21%	-3%	-3%
CN1C(=O)c2ccccc2Sc2ccc(NC(=O)NCc3ccccc3Br)cc21	8%	5%	-24%	5%	17%	?	4%	3%	·
CCOC(=O)c1cc(-c2ccccc2)n(CC(=O)NCc2ccc(C)cc2)c1C	-8%	4%	-3%	3%	19%	8%[59 µM]	-8%[60.1 µM]	0%	·
CN(C(=O)c1ccc(F)cc1)c1ccccc1C(=O)NCc1ccccc1	-15%	-18%	-10%	-1%	15%	69%[activator]	2%	0%	53%[activator]
CCOc1ccccc1NC=C1C(=O)OC2(CCCCC2)OC1=O	60%[activator]	24%	-13%	18%	7%	9%[12.7 µM]	2%	-1%	2%
COC(=O)COc1cccc(NC(=O)C(c2ccccc2)c2ccccc2)c1	-5%	10%	-23%	-8%	24%	·	-12%	-7%	-8%

(listing goes on)
SMILES	POLI inh	BAZ2B block	POLH inh	JMJD2A Tudor	Pol beta inh	G9a block	Pol kappa inh	BLM inh	APEX1 inh
CCOc1ccc(/C=C(\C#N)c2nc3ccccc3c(=O)[nH]2)cc1OC	18%	6%	-9%	-4%	-2%	3%[59 µM]	-13%	-8%	·
O=C(CSc1ccc(-c2ccccn2)nn1)NCc1ccc(Cl)cc1	9%	14µM*	3%	?	20%	-1%	-13%	-5%	1%
COCCNC(=O)CSc1nc2sc(C)c(C)c2c(=O)n1-c1ccccc1	65%[activator]	0%	-10%	-7%	20%	-11%	-8%	-3%	-2%
O=C(COC(=O)c1cccs1)Nc1ccc(Cl)cn1	-10%	·	-11%	-10%	·	·	-14%	·	1%
COc1n[nH]c(C(=O)Nc2cc(F)ccc2C)c1[N+](=O)[O-]	1%	3%	-8%	-17%	1%	?	-7%	3%	7%
CC1Cn2c(nnc2-c2ccccc2O)S1 (configuration not stated)	9%	?	-3%	?	10%	8.9µM*	-18%	0%	0%
CCOC(=O)c1cccnc1SC(CC)C(=O)NCc1ccco1 (configuration not stated)	24%	-30%	3%	-15%	0%	?	-9%	2%	4%
Cc1noc(C)c1-c1ccc2ncnc(NCCN3CCOCC3)c2c1	·	·	·	·	·	-41%[0.501 µM]	3%[60.1 µM]	0%	0%
FC(F)(F)c1cccc(NC(=S)NC(c2ccccc2)c2ccccc2)c1	37%[activator]	6%	-9%	15%	-1%	49%[activator][59 µM]	-15%	-7%	1%
CCC(CO)(CO)N(CC(=O)Nc1ccc(OC)cc1)CC(=O)Nc1ccc(OC)cc1	-1%	-2%	-12%	-11%	1%	?	4%	-1%	42%[activator]
O=c1c2c3c(sc2nc(NCCO)n1-c1ccccc1)CCCC3	154%[activator]	-1%	-8%	-4%	?	-18%	-12%	3%	-13%
CCC1(c2ccc(F)cc2)NC(=O)N(CC(=O)NC2CCCCCC2)C1=O (configuration not stated)	9%	·	-18%	3%	·	·	-1%	·	14%
COc1ccccc1C(=O)NC(=O)CSc1cccc[n+]1[O-]	119%[activator]	7%	-13%	-4%	24%	8%	-11%	2%	-1%
O=C(CSC1=NCCN1)NC1CCCCCC1	23%	12%	9%	-7%	5%	9%	4%	-7%	6%
CC1CCCN(CCCOc2ccccc2-c2ccccc2)C1 (configuration not stated)	32%[activator]	40µM*	-18%	1.1µM*	4%	11µM*	-16%	2%	6%
Cc1ccc(OCC(=O)Nc2ccc(-n3cnnn3)cc2)c(C)c1	9%	10%	7%	-10%	·	-37%	-12%	·	9%
O=C(NCC1CCCO1)c1ccc(Cl)c(F)c1F (configuration not stated)	6%	7%	3%	-2%	3%	25%[59 µM]	-20%	-2%	1%
CC(C)(C)OC(=O)C[C@@H]1C/C=C\C[C@@H](CC(=O)NCCO)C(=O)N[C@H](C(C)(C)C)COC1=O	-2%	·	-11%	-6%	·	·	4%	·	-2%
O=C(NCc1cccc(F)c1)c1cccc2c1C(=O)c1ccc(Cl)cc1S2(=O)=O	25%	·	-7%	-35%	·	·	13%	·	11%
COC(=O)c1c(-c2cccs2)csc1NC(=O)c1cc(OC)c(OC)c(OC)c1	35%[activator]	?	-8%	89µM*	-26%	?	-8%	-1%	·
COc1ccc(-c2cc(C(F)F)n3ncc(C(=O)N4CCc5ccccc54)c3n2)cc1	-21%	?	-10%	20µM*	4%	·	5%	-14%	4%
Cc1ccc(NC(=O)CNC(=O)c2ccc(Oc3ccccc3)cc2)nc1	5%	-4%	-18%	-8%	·	6%[0.501 µM]	-19%	·	37%
Cc1cc(NC(=O)CSc2nnc(-c3ccncc3)n2-c2ccccc2)no1	26%	-13%	-10%	-20%	5%	-28%	-5%	-9%	7%
COc1cc(CNc2ccc3[nH]c(=O)[nH]c3c2)ccc1OCc1ccc(Cl)cc1	11%	-12%	-18%	-21%	27%	·	-5%	-2%	-2%
Cc1ccccc1NS(=O)(=O)c1cc(C(=O)NCCSC2CCCCC2)ccc1C	-19%	-3%	-13%	-15%	7%	5%	-12%	-12%	-9%
O=C(CN1CCN(c2ccc(F)cc2)CC1)c1ccc(O)cc1O	-16%	?	-2%	-24%	27%	79µM*	1%	-1%	-14%
COc1ccc(C(=O)n2nc(C)cc2Nc2ccccc2)cc1	9%	-2%	-20%	-3%	28%	-29%	-11%	-4%	7%
O=C(CCN1C(=O)/C(=C\c2ccccc2)SC1=S)Nc1ccc(C(=O)O)cc1	26%	56µM*	-24%	?	?	?	?	1%	40%
Cn1c(=O)c2c(SCC(=O)N3CCc4ccccc43)nc(-c3ccc(Cl)cc3)nc2n(C)c1=O	12%	31%[activator]	-14%	-9%	2%	1%[59 µM]	-3%[60.1 µM]	1%	·
O=C(CCCCn1ccc(=O)[nH]c1=O)Nc1ccc(C(=O)O)c(O)c1	24%	·	-10%	-3%	·	·	-4%	·	·
COc1cc(/C=N/N2CCN(C3c4ccccc4-c4ccccc43)CC2)ccc1O	12%	35µM*	-15%	56µM*	4%	?	-6%	0%	2%
COc1ccccc1CCN1CCCC(CN(C)CC(C)(C)CO)C1 (configuration not stated)	90%[activator]	-6%	2%	-11%	3%	·	-10%	-1%	-8%
COCCN1CCN(Cc2cn(C)nc2-c2ccc(Oc3ccccc3)cc2)CC1	12%	-19%	-2%	-15%	13%	-6%	4%	-2%	-1%
CCCCCCCOc1ccc(C2(C)NC(=O)NC2=O)cc1 (configuration not stated)	114%[activator]	5%	-21%	-13%	-2%	8%	-11%	-6%	17%
O=C(c1ccccc1F)N1c2nc(-c3ccco3)nn2C2(CCCCC2)[C@@H]2CCCC[C@@H]21	18%	12%	-13%	?	-15%	-6%[59 µM]	-24%	-12%	·

Compound activity (PubChem)
